# TEAD-YAP inh: TEAD-YAP interaction inhibition. HEK-TIYL cells, TEAD-Gal4/YAP UAS-luciferase luminescence. inhibition, % at 9.12 µM. 640,000 tested, 1.4% active. AID 1259422; in the data active means inhibition above about 32%;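 further: 0% = median of test compound wells and 100% = reference inhibitor wells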
# MITF primary: blocks human microphthalmia-associated transcription factor; 650,000 tested, 0.91% active; inhibition, % at 2.6 µM; AlphaScreen MITF homodimerization, bead proximity signal; in the data active means inhibition above about 50%;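 further: 0% = vehicle wells with protein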
# Target sequence (O75030 whole entry, looked up): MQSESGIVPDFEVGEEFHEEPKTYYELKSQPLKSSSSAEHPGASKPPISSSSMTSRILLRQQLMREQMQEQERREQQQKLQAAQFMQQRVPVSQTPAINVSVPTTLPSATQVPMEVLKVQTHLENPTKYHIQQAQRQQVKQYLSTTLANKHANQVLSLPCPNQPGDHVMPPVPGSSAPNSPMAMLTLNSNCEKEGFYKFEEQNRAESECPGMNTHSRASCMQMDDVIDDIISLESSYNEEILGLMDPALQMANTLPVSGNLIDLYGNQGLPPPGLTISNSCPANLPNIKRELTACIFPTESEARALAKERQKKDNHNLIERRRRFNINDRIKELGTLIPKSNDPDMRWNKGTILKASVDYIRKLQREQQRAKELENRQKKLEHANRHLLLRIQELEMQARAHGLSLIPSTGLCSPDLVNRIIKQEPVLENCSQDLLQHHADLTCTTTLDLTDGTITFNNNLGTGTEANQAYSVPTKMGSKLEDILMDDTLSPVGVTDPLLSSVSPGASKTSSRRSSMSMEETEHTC
# GPR151 activ: human GPR151 activation. PathHunter beta-arrestin GPR151 cells, luminescence. activation, % at 11.2 µM. 650,000 tested, 1% active. AID 1508602; in the data active means activation above about 4.9%;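 further: 0% = median of compound wells and 100% = cells with positive control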
# Target sequence (Q8TDV0 whole entry, looked up): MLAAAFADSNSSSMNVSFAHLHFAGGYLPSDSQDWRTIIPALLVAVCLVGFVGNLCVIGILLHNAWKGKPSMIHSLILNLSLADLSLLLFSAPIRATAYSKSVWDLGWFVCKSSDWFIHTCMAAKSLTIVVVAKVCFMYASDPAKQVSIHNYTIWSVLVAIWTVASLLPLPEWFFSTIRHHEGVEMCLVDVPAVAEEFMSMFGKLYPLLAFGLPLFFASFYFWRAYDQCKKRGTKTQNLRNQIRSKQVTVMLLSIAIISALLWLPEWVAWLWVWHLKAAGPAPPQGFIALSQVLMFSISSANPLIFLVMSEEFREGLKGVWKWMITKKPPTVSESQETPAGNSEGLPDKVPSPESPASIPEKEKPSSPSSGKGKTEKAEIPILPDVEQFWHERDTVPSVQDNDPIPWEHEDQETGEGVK
# FBW7 activator: human FBW7 E3 ligase activation, primary screen. normalized activity (activation), % at 26.1 µM. AID 1259310. AlphaScreen FBW7–phospho-cyclin E peptide binding, activator screen. Q969H0. 650,000 tested, 0.13% active; in the data active means normalized activity above about 1.9%;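 further: purified mutant Fbw7 with reduced substrate affinity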
# An asterisk follows results filed as active. This is a random part of the collection; 3.4% or so of the library scored in one or more.
SMILES,TEAD-YAP inh,MITF primary,GPR151 activ,FBW7 activator
CCOC(=O)C1=C(N)n2c(s/c(=C\c3ccc(F)cc3)c2=O)=C(C#N)C1c1ccc(F)cc1 (centres undefined),-5,-9,-0.8,-0.1
O=C(N/N=C/c1ccc(Cl)cc1)C(=O)N1CCCCCC1,1,6,-0.6,0.0
COc1ccc(CNC2CC(C)(C)OCC2Cc2ccccc2)cc1 (centres undefined),2,27,-0.8,0.0
O=c1c2sccc2nc(SCc2ccccc2F)n1-c1ccc(Br)cc1,8,-7,1.6,-0.1
CC1(C)Cc2c(ccc3ccccc23)/C(=C/C(=O)Nc2nccs2)N1,11,3,3.7,0.0
Nc1nnc(SC2CCCCC2NS(=O)(=O)c2ccccc2)s1 (centres undefined),8,-6,0.2,-0.1
O=C(NC1CC1)c1ccc(-c2nccc(Nc3ccc(Oc4ccccc4)cc3)n2)cc1,14,0,0.7,0.0
CN(C(=O)c1cnc2ccccn12)c1ccccc1,-4,6,0.9,-0.2
CCCCCCOC(=O)C1=C(C)NC(=O)NC1c1ccc(Cl)c(Cl)c1 (centres undefined),-6,-1,-1.0,0.0
CCC(=O)N(Cc1cccnc1)Cc1cc2cc3c(cc2nc1Cl)OCO3,-12,-4,-0.4,-0.1
CS(=O)(=O)c1cc([N+](=O)[O-])c(NC2CCS(=O)(=O)C2)c([N+](=O)[O-])c1 (centres undefined),-4,5,-2.4,-0.1
Cc1ccc2c(c1)C(O)(CC(=O)c1ccc(I)cc1)C(=O)N2 (centres undefined),5,-2,0.2,0.1
Cc1nc2ccc(S(=O)(=O)CCC(=O)NCc3ccc(F)cc3)cc2s1,8,-3,2.7,0.0
CC(=O)N1CCN(c2ccc(NC(=O)C(Cl)(Cl)Cl)cc2)CC1,-9,11,0.2,0.5
CCN(CC)C(=O)CSc1nc2n[nH]c(C)c2c(=N)n1-c1ccc(OC)cc1,-8,10,2.1,0.1
CCOC(=O)C1=C(c2ccccc2)N=c2s/c(=C\c3ccc(SC)cc3)c(=O)n2C1c1ccc(Cl)cc1 (centres undefined),-13,-3,-0.7,-0.1
CCC1Oc2ccc(C)cc2N(CC(=O)NCCN2C(C)CCCC2C)C1=O (centres undefined),4,10,-2.1,0.2
CN(C)S(=O)(=O)c1ccc(/C(O)=C2/C(=O)C(=O)N(Cc3cccnc3)C2c2ccncc2)cc1 (centres undefined),8,3,-0.4,-0.1
CCOc1ccc(N(CC(=O)NC2CCCCC2)C(=O)CNC(=O)c2ccco2)cc1,-3,8,1.3,-0.1
COc1cc(/C=C2/C(=N)N3N=C(C(C)C)SC3=NC2=O)ccc1OCc1ccc(Br)cc1,-75,5,-0.6,-0.1
CCc1c(C)nc2ncnn2c1Nc1cccc(OC)c1,7,6,1.0,-0.1
O=C(O)CCCC(=O)Nc1ccc(Br)cc1,4,14,0.4,0.2
Cc1ncc(CN2CCC(Oc3cccc(C(=O)NCCc4ccccc4)c3)CC2)s1,10,-7,-0.5,-0.1
CCC(=O)N1N=C(c2ccc(OC)cc2)CC1c1cn(-c2ccccc2)nc1-c1ccccc1 (centres undefined),3,17,0.6,-0.1
Cc1ccccc1Nc1nc(N)nc(COC(=O)c2cccc([N+](=O)[O-])c2C)n1,-9,8,-0.3,-0.1
CCOC(=O)c1[nH]c(C)c(C(=O)NCc2ccccn2)c1C,3,11,-0.2,0.5
COC(=O)c1ccc(Cl)cc1NC(=O)c1cc2ccccc2oc1=O,3,-16,0.4,-0.1
COc1cc(Br)c(C=C2C(=O)N(C)C(=O)N(C)C2=O)cc1OC,0,10,1.7,0.0
O=C1OCCC1Sc1nnc(Nc2ccccc2F)s1 (centres undefined),6,6,2.1,0.0
COc1ccccc1C(CCN)c1ccc2c(c1)OCO2 (centres undefined),2,8,-0.2,0.0
Cc1ccc(-c2nn(CC(=O)N3CCOCC3)c(=O)c3ccccc23)cc1,3,3,4.0,-0.1
CCOc1ccccc1-c1nc(C(N)=O)c2[nH]c(=O)n(-c3ccc(C)cc3)c2n1,8,4,3.6,0.1
Cc1nnc2sc(-c3cccc(NC(=O)c4ccccc4Br)c3)nn12,13,0,-1.4,0.0
Cc1cccc(NC(=O)Cn2cnc3c(cnn3-c3ccc(Cl)cc3)c2=O)c1C,14,0,0.4,0.0
Nc1nnc(CC(=O)N2CCCCC2)s1,5,12,-1.4,2.1*
COc1ccc(OC)c(NS(=O)(=O)c2cn(C)c(=O)n(C)c2=O)c1,5,3,0.4,1.1
CC(C)(C)C1CCc2c(sc(NC(=O)c3ccccc3)c2C(=O)O)C1 (centres undefined),91*,9,0.8,-0.1
Cc1nc(-c2ccccc2)sc1CCNS(=O)(=O)c1ccccc1,-20,15,0.9,1.1
COCc1nc2ccccc2n1CC1CC1(Cl)Cl (centres undefined),2,-29,-0.5,-0.1
COc1cc(/C=C2\C(=O)NC(=O)N(c3cccc([N+](=O)[O-])c3)C2=O)cc(Cl)c1O,12,37,-0.3,1.2
CCN(CC)C(=O)C1CCCN(c2nc(Nc3ccc(NC(C)=O)cc3)c3ncn(C4CCCCC4)c3n2)C1 (centres undefined),12,5,0.9,-0.1
O=c1c2cn[nH]c2nc(SCc2cccnc2)n1-c1cccc(C(F)(F)F)c1,2,4,-2.3,0.6
COc1ccc(-c2nc3n(n2)C(=O)CC(c2cc(OC)c(OC)c(OC)c2)S3)cc1 (centres undefined),11,11,-0.6,0.1
O=C1Nc2cc(C(=O)N3CCCC3)ccc2S/C1=C\c1ccccc1,5,9,0.0,0.0
CC1CCCN(S(=O)(=O)c2ccc(Cl)c3ccccc23)C1 (centres undefined),1,-5,1.1,0.0
COc1ccccc1OC1OCC(O)C(O)C1O (centres undefined),4,14,-0.4,0.7
CCc1ccc(C2=C/C(=C/c3cccnc3)C(=O)O2)cc1,0,6,0.4,0.1
COc1cccc(NC2=CC(=O)N(Cc3ccco3)C2=O)c1,-3,-5,2.0,-0.1
c1ccc(CNc2ccnc(Nc3cccnc3)n2)cc1,-11,17,-0.1,0.0
Cc1nn2c(CN(C(=O)c3ccco3)c3ccccc3)nnc2c2ccccc12,-11,8,-2.3,-0.1
# Continued.
SMILES,TEAD-YAP inh,MITF primary,GPR151 activ,FBW7 activator
O=C(CSc1ccc(-c2cccs2)nn1)NC1CCCCC1,-3,7,1.1,0.4
COCCn1c(=O)[nH]c2cc(C(=O)N3CCn4c(nnc4C4CC4)C3)ccc21,11,8,-0.2,0.2
O=C1NC(=S)N(c2ccc(Cl)cc2)C(=O)/C1=C/c1cccc(O)c1,-12,1,-0.9,-0.1
COc1ccc(CC(=O)N2CCN(c3ccc(Nc4cccc(C)n4)nn3)CC2)cc1,6,12,1.5,0.2
CCn1c(=O)[nH]c2cc(C(=O)N3CCN(c4ccc(OC)cc4)CC3)ccc2c1=O,-2,-3,-0.2,-0.2
CCOc1ccccc1OCC(=O)NNC(=O)/C=C/c1ccc(OC)c(OC)c1,4,-6,-0.3,0.2
CCn1c(C(=O)O)c(CC(=O)Nc2ccc(F)cc2)c2ccccc21,1,-2,-0.4,-0.1
Cc1ccc(-c2cc(C(F)(F)F)n3nc(-c4ccc(C)cc4)cc3n2)cc1,-7,8,-1.4,0.0
Cc1nnc(SCC(=O)NC2CCCCCC2)n1-c1ccccc1,2,10,3.8,-0.1
CC1=NN(c2ccc(S(=O)(=O)O)cc2Cl)C(=O)C1,-13,-12,0.6,-0.9
Cc1sc(NC(=O)CC(C)(C)CC(=O)Nc2sc(C)c(C)c2C(=O)O)c(C(=O)O)c1C,-1,-3,0.7,-0.1
Cc1nc(SCC(=O)NC2CCCCC2)c(C#N)c(C)c1Cl,8,-12,1.5,0.1
CCOC(=O)c1c(NC(=O)CSc2nnc(CNC(=O)c3ccco3)n2-c2cccc(C)c2)sc2c1CCCCC2,2,-9,-0.7,0.0
COC(=O)c1cccc(NC(=O)c2cccc(Br)c2)c1C,-51,-8,15*,-0.1
CCCNc1nc(NCc2cccnc2)nc2nc[nH]c12,-1,-3,4.7,0.1
Cc1nnc(NC(=O)c2ccc(Br)cc2)s1,-30,12,0.2,-0.1
Cc1ccc(-c2nnc(SCC(=O)Nc3ccc(Br)cc3)nc2-c2ccc(C)cc2)cc1,-10,-1,0.0,-0.1
CC(=O)C(CC(=O)Nc1ccc(C)c(C)c1)C(=O)Nc1ccc(Cl)cc1 (centres undefined),7,14,-2.1,0.3
CCOc1ccc2nc(NC(=O)CSCC(=O)O)sc2c1,20,4,-1.7,0.1
Cc1cccc(OCC(=O)Nc2ccc3c(c2)N(C(=O)C(C)(C)C)CC3)c1,-3,13,-0.5,0.1
Cc1ccsc1/C=N/NC(=O)CC(=O)NCC(C)C,0,4,-0.6,0.1
CCOC(=O)c1ccccc1N/C=C/C(=O)c1cccs1,-28,17,-0.9,0.1
CN1CCN(C(=O)Nc2cn(C)c(=O)c3ccccc23)CC1,1,-3,-0.6,0.0
CC(=O)c1ccc(N(CC(=O)NC2CCCC2)C(=O)CCC(=O)Nc2cc(C)on2)cc1,-3,-1,-0.3,-0.1
Cn1c(CCNC(=O)C2CC23CCN(Cc2ccoc2)CC3)nc2ccccc21 (centres undefined),-1,-8,0.4,-0.1
COc1ccnc(N2CCC(N(CC3CC3)S(C)(=O)=O)CC2)n1,-5,-2,0.7,0.1
O=C1NC(=Nc2ccccc2)S/C1=C\c1ccc(C(=O)O)cc1,-8,-13,-0.4,0.4
CC(=O)Oc1ccc(N(C(C)=O)S(=O)(=O)c2cccs2)c(C)c1,13,0,1.7,0.0
CC1CCCN(S(=O)(=O)c2ccc3c(c2)OCC(=O)N3CC(=O)NC2CC2)C1 (centres undefined),0,4,0.4,-0.2
O=C(Nc1ccc(Oc2ccccc2)cc1)c1ccc(S(=O)(=O)c2ccccc2)cc1,6,3,0.9,0.1
CCCCN(CC)C(=O)CSc1nc2cc(C(=O)NCCOC)ccc2c(=O)n1Cc1ccco1,2,2,1.2,0.1
CCOC(=O)CN(Cc1cc(OC)c(OC)c(OC)c1)S(=O)(=O)c1ccc(C(C)C)cc1,8,12,0.9,0.4
CC(=O)Cn1c(=O)c2c(nc3n(C)c(C)c(C)n23)n(C)c1=O,9,-1,-0.8,0.1
CCOc1ccccc1CN1CCN(CC2=Cc3cc(OC)ccc3OC2)CC1CCO (centres undefined),-2,12,0.6,0.0
COc1ccc(-n2cc(C(=O)N3CCN(Cc4ccccc4)CC3)c3ccccc3c2=O)cc1,4,-2,1.1,0.0
Cc1ccc(S(=O)(=O)Nc2ccc(S(=O)(=O)Nc3ccc(Cl)cc3)cc2)cc1,6,18,3.0,0.2
O=C(CN(Cc1ccc(F)cc1)C(=O)c1ccno1)NCc1ccccc1,7,-4,0.1,-0.2
CC(C)C(=O)N1CCC2(CC1)OCc1cc(-c3ccccc3)ccc1O2,-19,15,1.3,0.0
C/C(=N\NC(=O)CNC(=O)/C=C/c1ccoc1)c1ccccc1,-3,-25,-1.3,-0.1
CCOc1ccc(NC(=O)CSc2nc3ccccc3[nH]2)cc1,4,-8,0.0,0.0
CCCCCn1c(=S)[nH]c2cc(C(=O)NCc3cccc(Cl)c3)ccc2c1=O,-29,12,2.2,0.1
COCC(C)NC1CCN(c2ccc(NC(=O)c3cccc(Cl)c3)cc2)CC1 (centres undefined),-62,2,0.8,-0.2
CCOC(=O)C1=C(c2ccccc2)N=c2s/c(=C\c3ccc(Br)cc3)c(=O)n2C1c1ccc(Cl)cc1 (centres undefined),8,14,-0.9,0.2
Cc1sc2nc(SCC(=O)N3CCN(c4ccccc4F)CC3)nc(N)c2c1C,0,-9,2.5,-0.2
Cc1cccn2c(=O)c3cc(C(=O)N4CCN(C)CC4)sc3nc12,-17,-5,1.0,-0.3
CCCCCCCCn1c(SCC(N)=O)nc2c1c(=O)[nH]c(=O)n2C,2,4,0.5,-0.1
O=C1CCCc2oc3c(Br)cc(NS(=O)(=O)c4ccc(Cl)cc4)cc3c21,-3,-7,1.1,-0.1

# Sorted by length of the SMILES (descending): 3 of the compounds above.
SMILES,TEAD-YAP inh,MITF primary,GPR151 activ,FBW7 activator
O=C1CCCc2oc3c(Br)cc(NS(=O)(=O)c4ccc(Cl)cc4)cc3c21,-3,-7,1.1,-0.1
Cc1sc2nc(SCC(=O)N3CCN(c4ccccc4F)CC3)nc(N)c2c1C,0,-9,2.5,-0.2
Cc1cccn2c(=O)c3cc(C(=O)N4CCN(C)CC4)sc3nc12,-17,-5,1.0,-0.3

# Grouped by structure, those above containing a thiophene ring, fused or not.
SMILES,TEAD-YAP inh,MITF primary,GPR151 activ,FBW7 activator
O=c1c2sccc2nc(SCc2ccccc2F)n1-c1ccc(Br)cc1,8,-7,1.6,-0.1
CC(C)(C)C1CCc2c(sc(NC(=O)c3ccccc3)c2C(=O)O)C1 (centres undefined),91*,9,0.8,-0.1
O=C(CSc1ccc(-c2cccs2)nn1)NC1CCCCC1,-3,7,1.1,0.4
Cc1sc(NC(=O)CC(C)(C)CC(=O)Nc2sc(C)c(C)c2C(=O)O)c(C(=O)O)c1C,-1,-3,0.7,-0.1
CCOC(=O)c1c(NC(=O)CSc2nnc(CNC(=O)c3ccco3)n2-c2cccc(C)c2)sc2c1CCCCC2,2,-9,-0.7,0.0
Cc1ccsc1/C=N/NC(=O)CC(=O)NCC(C)C,0,4,-0.6,0.1
CCOC(=O)c1ccccc1N/C=C/C(=O)c1cccs1,-28,17,-0.9,0.1
CC(=O)Oc1ccc(N(C(C)=O)S(=O)(=O)c2cccs2)c(C)c1,13,0,1.7,0.0
Cc1sc2nc(SCC(=O)N3CCN(c4ccccc4F)CC3)nc(N)c2c1C,0,-9,2.5,-0.2
Cc1cccn2c(=O)c3cc(C(=O)N4CCN(C)CC4)sc3nc12,-17,-5,1.0,-0.3
